WT yeast gro inh: growth inhibition of WT yeast, mitochondrial fusion screen; mitochondrial fusion phenotypic screen, WT strain; inhibition, % at 10 µM; 190,000 tested, 2.1% active; in the data active = inhibition above about 58%; tested in S. cerevisiae
Lipid droplet: hepatic lipid droplet formation modulation | inhibition, % at 6.5 µM | 240,000 tested, 0.4% active | AML12 mouse hepatocytes, oleate lipid droplets, BODIPY imaging;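 active = lipid droplet intensity inhibited by at least 50%, with more than 500 cells counted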
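Assay system: AML12 mouse liver cells | Compound dosing: One dose, 6.5 µM compound | Read-out basis: Droplet intensity reduction, % inhibition | Measured by: Fluorescence imaging, 20x objective, two fields per well | Schedule: Overnight treatment with compound plus oleate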
XIAP antagonists: XIAP antagonists, biochemical, IAP family, fluorescence polarization (AID 1018); XIAP BIR domain, fluorescence polarization peptide displacement; higher % means a stronger effect; displacement, % at 20 µM; hits with a dose series show IC50 in µM; 200,000 tested, 0.007% active; in the data active = displacement above about 50%; note: a part of the inactive calls stands beside numbers as strong as those of hits
Ins promoter up: MIN6 insulin promoter up-regulation; MIN6 insulin promoter-GFP reporter, high-content imaging; stronger effect = higher value; z-score at 5 µM; 190,000 tested, 0.3% active; AID 1625;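 active = z-score above 3 at 5 µM with at least 500 cells counted in the well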
Autophagy HCS: modulators of autophagy; MEF GFP-LC3 puncta imaging; test concentration mostly 10 µM; calls only at 10 µM (by protocol); 190,000 tested, 0.98% active; AID 463193;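 active = percentage of spot-positive cells more than 3 SD above its plate mean, without a fluorescence outlier flag or 80% toxicity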;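 note: spot-positive cell cutoff set from DMSO-treated cells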
MT stabilizer: stabilizes microtubules in HeLa cells; HeLa tubulin immunostaining HCS, 24 h; share of cells brighter than vehicle mean+2SD; % tubulin-high responders, % at 10 µM; 200,000 tested, 0.83% active;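 active = plate Z-score above 3 for both tubulin-high and condensed-nucleus cell shares, with cell loss under 80%, at 10 µM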;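 note: anti alpha tubulin signal scored within the nucleus-defined area of each cell; some results filed as inactive read as strong as hits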
bCat nuc transl: beta-catenin nuclear translocation modulation | HeLa beta-catenin nuclear translocation, immunofluorescence imaging | nuclear translocation activity, % at 5 µM | 190,000 tested, 0.3% active;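 active = nuclear translocation activity above 50% at 5 µM, with a well cell count of 50 or more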;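 note: per-cell ratio of nuclear to cytoplasmic median beta-catenin stain intensity; plate controls were DMSO negative control for no effect and GSK-3 inhibitor IX positive control for full effect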
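System: HeLa cells, endogenous beta-catenin; compound dosing: 5 µM primary single dose, 0.1% DMSO, 0.02–20 µM confirmation series; incubation: 24 h compound exposure at 37°C, 5% CO2; signal: beta-catenin immunofluorescence imaging with DAPI; evaluation: % activation, nuclear-to-cytoplasmic median beta-catenin signal ratio per cell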
Dynein transport: dynein cargo transport inhibition | 220,000 tested, 0.47% active | z-score, hits read low | 3617.4 mouse cells, GR-EGFP nuclear translocation imaging; test concentration mostly 20 µM; stimulated with dexamethasone, 1 µM; stronger effect = lower value;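 active = plate z-score of nuclear minus cytoplasmic receptor signal below a set negative limit, without overly bright fluorescence or cell loss, cut at about -3.5 in these data, passing the limit was not always enough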;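 note: z-score of nuclear minus cytoplasmic ring GR-EGFP intensity difference per well; some compounds called inactive have numbers as strong as hits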
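Medium: Induction medium lacking tetracycline, stripped serum | Probe or stimulus: 1.0 µM final dexamethasone stimulus | Schedule: 48 h induction, then 1 h compound, then 30 min agonist, 37 °C | Signal: Automated 10x imaging of fixed Hoechst-stained cells | Evaluation: Per-cell GR-EGFP intensity, nucleus versus surrounding cytoplasmic ring, well-averaged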
CSM14.1 death rescue: rescue of cells from ER stress-induced death, primary screen, 384-well, CSM14.1, thapsigargin, ATP luminescence (AID 1222) | cellular ATP content (survival), % at 20 µM; hits with a dose series show EC50 in µM | 190,000 tested, under 10 active | CSM14.1 thapsigargin-induced death rescue, ATP luminescence; higher % means a stronger effect;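 active = EC50 below 50 µM in the dose-response confirmation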;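 note: death triggered by thapsigargin at about 15 µM added after 2 h compound pretreatment; cell ATP read after overnight thapsigargin exposure of roughly 18 to 22 hours; normalized against plate controls of thapsigargin alone and 5% DMSO vehicle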
WT yeast gro inh mutant strain: also measured in WT yeast gro inh; calls as there; inhibition, %; mitochondrial fusion phenotypic screen, mutant strain inhibition
Dynein transport cytoplasmic EGFP: recorded beside Dynein transport, whose call it bears; z-score; measured here: cytoplasmic GR-EGFP intensity; stronger effect = higher value
Dynein transport nuclear GR-EGFP: recorded beside Dynein transport, whose call it bears; z-score; measured here: nuclear GR-EGFP intensity;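 lower value marks the stronger effect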
Dynein transport cell count: second read-out of Dynein transport, no call of its own (marks repeat the call); z-score; measured here: cell count per field
Ins promoter up cell count: second read-out of Ins promoter up, no call of its own (marks repeat the call); cell count; measured here: cytotoxicity, nuclei count;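 total cells summed across four imaged fields per well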
Lipid droplet cells 6.5 µM: further read-out of Lipid droplet, marked with its call; cell count; measured here: cell count, cytotoxicity flag;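 cells counted across two imaged fields per well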
bCat nuc transl cell count 5 µM: also measured in bCat nuc transl; calls as there; cell count; measured here: cell count, cytotoxicity flag
MT stabilizer Hoechst-high %: recorded beside MT stabilizer, whose call it bears; % Hoechst-high responders; measured here: nuclear condensation Hoechst responders;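 share of cells brighter than vehicle mean plus two SD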
MT stabilizer cytotoxicity %: further read-out of MT stabilizer, marked with its call; toxicity, %; measured here: cytotoxicity by cell density;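 0% = mean cell density of plate MIN control wells and 100% = no cells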
Autophagy HCS cell loss 18 h: further read-out of Autophagy HCS, marked with its call; toxicity, %; measured here: cell loss, nuclei count;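 cell loss after 18 h compound exposure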
An asterisk follows results filed as active; i = inactive; x = not tested or not shown.

Compound,Dynein transport nuclear GR-EGFP,WT yeast gro inh,bCat nuc transl cell count 5 µM,MT stabilizer,Dynein transport cytoplasmic EGFP,bCat nuc transl,Lipid droplet cells 6.5 µM,MT stabilizer cytotoxicity %,Autophagy HCS,Autophagy HCS cell loss 18 h,Ins promoter up,XIAP antagonists,Lipid droplet,MT stabilizer Hoechst-high %,Ins promoter up cell count,Dynein transport cell count,Dynein transport,WT yeast gro inh mutant strain,CSM14.1 death rescue
O=C(CN1C(=O)c2cccc3cccc(c23)C1=O)N1CCOCC1,-0.12,-1,1069,3.7,-0.31,0.3,742,5.3,i,13,-0.63,-9.1%,7,2.0,1203,0.38,-0.42,8,-2.0%
C/C(CC(=O)Nc1ccccn1)=N\NC(=O)C(=O)Nc1cccc(Cl)c1C,-0.038,29,1328,1.5,-0.18,-4.3,x,2.8,i,9,2.6,-8.1%,x,1.9,1347,0.69,0.29,-4,0.2%
O=C(Nc1c2c(nn1-c1ccccc1)CSC2)c1ccc(N2C(=O)CCC2=O)cc1,0.13,-2,1029,2.4,-0.23,-0.9,652,1.5,i,9,-0.09,-3.5%,8,1.4,1170,0.48,0.1,-14,x
CC(=O)NNC(=S)NC(=O)c1cccc([N+](=O)[O-])c1,-0.72,11,x,3.4,-0.3,x,709,2.3,i,0,-0.19,-0.3%,-1,2.4,1209,0.68,-0.85,14,4.3%
Cc1nc2ccc(NC(=O)COc3ccccc3F)cc2s1,-0.49,47,1165,4.0,-0.38,0.4,713,4.1,i,8,1.6,-4.8%,23,3.1,1104,0.9,-0.98,28,-1.3%
O=C(CSC(=S)N1CCCCC1)Nc1ncc2c(n1)CCCC2=O,0.25,x,1281,x,-0.097,0.2,696,x,x,x,-0.42,x,-13,x,1458,0.021,0.7,x,x
COc1ccc(CSCC(=O)Nc2ccc(S(=O)(=O)N3CCCCCC3)cc2)cc1,-0.056,41,1127,5.2,-0.27,1.9,625,9.3,i,18,-0.9,-1.8%,21,3.1,1571,-0.1,0.23,-2,3.7%
CC(C)(C)NC(=O)CCc1ncc(C(F)(F)F)cc1Cl,0.99,12,1097,4.0,-0.073,-2.1,702,3.3,i,3,0.07,-4.7%,-8,1.9,1186,-0.96,1.9,-1,-1.2%
Cn1c(=O)n(Cc2ccco2)c(=N)c2c3c(sc21)CCCC3,0.63,12,882,5.4,-0.34,-0.6,666,3.7,i,22,-1.1,-3.4%,12,2.1,1489,-0.24,0.76,11,-0.1%
c1ccc(-c2nnc3ccc(N4CCC5(CC4)OCCO5)nn23)cc1,0.3,40,964,4.0,-0.14,-2.3,x,5.8,i,4,-0.06,1.9%,x,2.6,1250,-0.13,-0.27,45,1.3%
CCn1nc(NC(=O)C2CCCO2)c2cc3cc(C)ccc3nc21 (stereo not drawn),1.6,-5,1101,4.5,-0.054,-4.9,669,11,i,20,0.06,-3.6%,5,0.9,1505,-1.5,1.7,1,-0.5%
Cc1nc2ccccc2nc(=O)c1NNc1ccccc1,-0.14,3,1158,0.7,-0.24,-6.8,790*,2.2,i,-25,-0.48,-14%,59*,2.1,1224,0.21,-0.29,23,-0.8%
Cc1ccc(OCCn2cccn2)c(C)c1,0.2,-20,1090,11,-0.36,-0.6,689,6.2,i,0,0.09,-6.6%,11,2.0,1347,0.65,-0.1,14,-1.3%
O=C(c1ccc(F)cc1)N1CCN(C(=O)c2cccnc2)CC1,0.2,20,x,3.7,0.04,x,707,4.3,i,-8,0.18,-3.0%,5,1.3,922,0.059,0.0047,22,-1.1%
CC(=O)NC(=S)NNC(=O)COc1ccc([N+](=O)[O-])cc1,-0.7,5,1151,3.2,-0.22,0.0,707,6.2,i,3,-0.41,-0.2%,-11,1.6,1196,0.88,-0.78,15,0.1%
Cc1nnc(-c2cnn(C)c2N)n1Cc1ccccc1F,-0.042,-6,1098,1.0,-0.29,-1.3,699,7.0,i,33,0.55,-2.0%,-2,1.3,937,0.25,-0.36,8,1.9%
COc1ccccc1N1C(=O)CCC1(C#N)c1ccccc1 (stereo not drawn),1.1,8,1204,3.0,-0.23,-1.6,769,6.2,i,4,-0.35,-4.4%,0,1.6,1215,0.17,1.2,4,0.6%
COc1ccccc1NC(=O)CN(Cc1ccco1)C(=O)c1ccc(-n2nc(C)cc2C)cc1,1.1,4,1541,4.3,0.049,-1.7,x,10,i,2,0.19,-3.0%,x,1.5,1124,-1.6,1.9,13,-0.2%
CCN(CC)S(=O)(=O)c1ccc(O)c(C(=O)OCC(=O)Nc2ccc(OC(F)(F)F)cc2)c1,-0.69,-9,1191,2.6,-0.35,-1.0,666,5.0,i,-1,-0.59,-3.3%,-4,3.2,1173,0.31,-0.63,2,-0.5%
Cc1cc(NC(=O)Cn2c(=O)c3c(ncn3CCC(C)C)n(Cc3ccccc3)c2=O)no1,0.013,19,1217,1.5,-0.23,-1.7,728,11,i,12,x,-6.7%,11,1.8,x,0.63,-0.27,17,0.3%
Cc1nonc1C1CCCN1Cc1nc(-c2ccc(F)cc2F)oc1C (stereo not drawn),0.13,-16,942,2.0,-0.16,0.3,677,2.4,i,0,-0.17,-4.8%,32,2.2,1544,0.048,-0.65,-9,-2.1%
O=C1NC2(CCCCC2)Cc2ccccc21,-0.14,15,794,5.3,-0.32,-4.3,x,1.8,i,-4,0.02,-2.2%,x,4.6,1082,-0.0049,0.11,11,3.6%
O=C(O)CCS(=O)(=O)c1nc(-c2cccs2)cc(C(F)(F)F)n1,-0.19,14,1206,1.8,-0.25,-2.5,760,7.8,i,-8,-0.9,-4.3%,-1,2.2,929,0.67,-0.17,15,2.0%
COC(=O)C(C(=O)OC)C(C(C)C)C(C(=O)OC)C(=O)OC,0.35,7,1225,3.7,-0.24,-1.6,747,2.2,i,23,0.22,-4.2%,0,1.8,1219,0.78,0.53,-6,2.2%
CCN(CC)c1nc(C)nc2c1sc(=S)n2C,1.2,14,1092,3.0,-0.17,-1.5,679,7.5,i,-33,-0.05,-6.9%,15,1.3,1226,-1.4,1.9,27,-0.2%
O=C(CCc1ccccc1)Nc1nnc(-c2ccc3c(c2)OCCO3)o1,-0.029,2,1112,1.9,-0.21,-1.0,691,4.3,i,-40,-0.11,-4.2%,-4,1.6,1259,0.65,-0.31,4,x
O=c1oc2ccccc2c(NCCO)c1[N+](=O)[O-],-0.089,-13,1199,2.7,-0.34,-2.5,600,5.5,i,4,0.02,-3.6%,0,2.2,1410,-0.019,-0.22,5,-0.7%
Cc1ccc(OCC(=O)Nc2ccc3c(c2)OCO3)c(C)c1,-0.14,7,1580,2.5,-0.25,0.4,710,2.0,i,-10,1.1,-3.6%,2,2.0,1599,1.3,-0.51,6,-0.8%
CCN(CC)C(=O)CSc1nc2ccccc2c(=O)n1OC(C)C,-0.022,8,1203,1.4,-0.029,-3.7,766,7.6,i,-7,-0.64,3.3%,-29,1.2,929,0.9,-0.47,-8,-2.5%
COc1cccc(CNc2ncn[nH]2)c1OCc1ccccc1F,-0.061,0,1062,3.1,-0.15,-1.4,763,14,i,3,-0.41,-3.7%,-4,1.7,1294,0.41,-0.24,2,0.2%

Structural class: those above containing a thiophene ring, fused or not (2)
Compound,Dynein transport nuclear GR-EGFP,WT yeast gro inh,bCat nuc transl cell count 5 µM,MT stabilizer,Dynein transport cytoplasmic EGFP,bCat nuc transl,Lipid droplet cells 6.5 µM,MT stabilizer cytotoxicity %,Autophagy HCS,Autophagy HCS cell loss 18 h,Ins promoter up,XIAP antagonists,Lipid droplet,MT stabilizer Hoechst-high %,Ins promoter up cell count,Dynein transport cell count,Dynein transport,WT yeast gro inh mutant strain,CSM14.1 death rescue
Cn1c(=O)n(Cc2ccco2)c(=N)c2c3c(sc21)CCCC3,0.63,12,882,5.4,-0.34,-0.6,666,3.7,i,22,-1.1,-3.4%,12,2.1,1489,-0.24,0.76,11,-0.1%
O=C(O)CCS(=O)(=O)c1nc(-c2cccs2)cc(C(F)(F)F)n1,-0.19,14,1206,1.8,-0.25,-2.5,760,7.8,i,-8,-0.9,-4.3%,-1,2.2,929,0.67,-0.17,15,2.0%

Later entries
Compound,Dynein transport nuclear GR-EGFP,WT yeast gro inh,bCat nuc transl cell count 5 µM,MT stabilizer,Dynein transport cytoplasmic EGFP,bCat nuc transl,Lipid droplet cells 6.5 µM,MT stabilizer cytotoxicity %,Autophagy HCS,Autophagy HCS cell loss 18 h,Ins promoter up,XIAP antagonists,Lipid droplet,MT stabilizer Hoechst-high %,Ins promoter up cell count,Dynein transport cell count,Dynein transport,WT yeast gro inh mutant strain,CSM14.1 death rescue
O=C1CS/C(=N\N=C\c2ccco2)N1c1ccccc1,0.34,x,1360,x,0.12,-0.8,684,x,x,x,-0.39,x,4,x,1095,0.3,-0.54,x,x
CC1=C(C(=O)NCCc2ccc(C)cc2)C2(CCC(C)CC2)OC1=O (stereo not drawn),0.45,9,589,2.1,-0.15,4.6,680,9.5,i,5,-0.41,-2.7%,-31,2.9,1248,0.16,-0.6,-11,-4.7%
CCOC(=O)c1cc(-c2ccc(C)cc2)n(CC(=O)NCc2ccco2)c1C,-0.29,6,x,4.5,-0.27,x,x,5.0,i,2,0.39,-21%,x,3.7,878,0.55,-0.68,-4,3.2%
O=C(NCC1CCCO1)Nc1cccc(Cl)c1 (stereo not drawn),-0.17,3,1054,1.0,-0.2,-1.0,760,5.1,i,10,-0.9,-1.9%,12,1.4,1280,-0.31,-0.73,11,-3.6%
Clc1ccc(OCc2nnc3n2N=C(c2ccc4c(c2)OCCO4)CS3)c(Cl)c1,0.094,36,984,4.8,0.78,0.3,710,4.4,i,0,-2.6,-0.8%,23,5.7,1274,10,-0.91,26,x

Screening data from PubChem BioAssay.
